From PubChem
Mot1-301 SUMO = inhibitors of SUMOylation pathway: yeast Mot1-301 growth rescue; S. cerevisiae Mot1-301 growth rescue, ATP luminescence, 38.5C; percent above DMSO median, 100 means doubled; growth rescue, % at 18.8 µM; hit rate 1% among 320,000;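 active = every valid replicate shows activation above 250% relative to neutral control wells; inactive = the rest, any valid replicate at or below 250%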;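 note: OY570 slx delta 5 strain wells were the positive control but not used for scaling; some compounds called inactive have numbers as strong as hits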
HTR5A inv ctr = HTR5A inverse agonism, opioid heterodimer counter-screen; P47898; HTR5A cell line, luminescence; inhibition, % at 9.3 µM; hit rate 0.083% among 340,000; in the data active = inhibition mostly above about 23%, no sharp cut-off; inactive = mostly below about 18%;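 note: 0% = cells with DMSO and 100% = no-cell wells with DMSO; some compounds called inactive have numbers as strong as hits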
CDK5 p35 inh = blocks human CDK5/p35 kinase activity; Recombinant CDK5/p35, ADP-Glo luminescence, 60 min; inhibition, % at 10 µM; hit rate 0.01% among 330,000; AID 488839;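 active = highest replicate inhibition of at least 50% and at least 75% of replicates reaching 50%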;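 note: plate controls were DMSO neutral control for no effect and GW8510 at 10 µM for full effect; many of its hits are not listed in these tables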
Target sequence (Q00535 whole entry, looked up): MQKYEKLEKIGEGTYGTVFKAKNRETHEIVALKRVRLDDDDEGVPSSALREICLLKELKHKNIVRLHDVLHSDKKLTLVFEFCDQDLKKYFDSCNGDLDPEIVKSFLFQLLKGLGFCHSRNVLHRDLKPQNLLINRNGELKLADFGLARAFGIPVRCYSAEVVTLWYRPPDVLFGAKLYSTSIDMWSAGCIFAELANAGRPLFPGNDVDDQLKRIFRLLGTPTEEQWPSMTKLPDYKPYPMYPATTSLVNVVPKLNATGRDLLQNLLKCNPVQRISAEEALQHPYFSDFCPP
Target sequence (Q15078 whole entry, looked up): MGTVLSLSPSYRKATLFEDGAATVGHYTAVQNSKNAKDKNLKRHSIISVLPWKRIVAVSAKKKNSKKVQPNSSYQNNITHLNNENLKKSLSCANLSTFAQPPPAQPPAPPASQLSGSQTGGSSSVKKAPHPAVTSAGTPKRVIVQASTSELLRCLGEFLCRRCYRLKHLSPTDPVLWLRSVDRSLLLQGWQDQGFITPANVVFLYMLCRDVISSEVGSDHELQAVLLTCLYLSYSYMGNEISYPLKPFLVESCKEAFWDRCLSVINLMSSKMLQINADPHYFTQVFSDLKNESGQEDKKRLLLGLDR
PKA-R2B activ = PKA-R2B complex activation; P22694+P31323; PKA-R2B holoenzyme dissociation, Cy5-IP20 fluorescence polarization; R2B truncated from residue 108, S112A mutant; 0% DMSO only, 100% 113 µM cGMP; activation, % at 11.4 µM; hit rate 0.079% among 340,000;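 active = activation above a cutoff set at the mean over all compounds plus 3 SD, cut at about 18% in these data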;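 note: higher means more holoenzyme dissociation and a rise in polarization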
Target sequence (P31323 whole entry, looked up, other chains not shown, the tested form may be a part): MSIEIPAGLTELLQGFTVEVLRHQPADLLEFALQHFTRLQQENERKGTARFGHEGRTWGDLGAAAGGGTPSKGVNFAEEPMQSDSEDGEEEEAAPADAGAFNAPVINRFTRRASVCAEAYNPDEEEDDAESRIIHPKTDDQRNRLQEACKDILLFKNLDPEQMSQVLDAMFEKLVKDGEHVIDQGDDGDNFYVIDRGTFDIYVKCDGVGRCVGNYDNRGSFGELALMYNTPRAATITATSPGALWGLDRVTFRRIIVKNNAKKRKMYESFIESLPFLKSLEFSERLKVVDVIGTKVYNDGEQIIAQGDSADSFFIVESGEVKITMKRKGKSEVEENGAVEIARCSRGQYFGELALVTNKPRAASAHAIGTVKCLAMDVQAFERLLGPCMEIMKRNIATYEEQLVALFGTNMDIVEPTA
HTR5A ag = counter-screen for OPRM1-OPRD1 agonists: human HTR5A agonism; HTR5A agonist assay, luminescence, cell-based; activation, % at 9.3 µM; P47898; hit rate 0.61% among 340,000; AID 504692; in the data active = activation mostly above about 9.5%, no sharp cut-off; inactive = mostly below about 7.6%;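 note: 0% = cells with vehicle only and 100% = reference agonist; strong numbers were not always called active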
E coli growth = counter-screen for AddAB inhibitors: E. coli growth inhibition. E. coli V3065 growth, OD600 absorbance, 18 h. inhibition, % at 11.9 µM. hit rate 0.27% among 330,000. AID 449728;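 active = inhibition above the campaign's mean inhibition across all tested compounds plus 3 SD, cut at about 9.9% in these data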;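 note: uninfected addAB+ strain grown without phage in ampicillin broth; 0% = DMSO wells and 100% = ciprofloxacin 0.95 µg/ml wells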
Tat export inh = inhibitors of E. coli Tat protein transport | inhibition, % at 10 µM | hit rate 0.036% among 340,000 | AID 488895 | E. coli MC4100 TorA-mCherry Tat export, fluorescence;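 active = mean replicate inhibition at least 50% and at least half of replicates individually reaching 50%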;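 note: exported cargo escapes ClpAP degradation while cytoplasmic cargo is degraded and loses fluorescence; 0% = median of neutral control wells and 100% = median of NaSCN control wells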
AddAB inh = less growth of phage-infected E. coli with AddAB; E. coli expressing H. pylori AddAB, absorbance growth; inhibition, % at 11.9 µM; hit rate 0.29% among 330,000; AID 435030; in the data active = inhibition above about 12%;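 note: 0% = vehicle wells of infected cells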
DAGLB inh = blocks human DAGLB lipase activity; hit rate 0.059% among 340,000; HEK293T DAGLB membrane lysate, EnzChek fluorogenic substrate; inhibition, % at 5.17 µM; Q8NCG7; AID 504411; in the data active = inhibition above about 34%;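 note: 0% = enzyme with vehicle and 100% = wells lacking enzyme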
PKA-R1A activ = activators of PKA-R1A complex; P00514+P68181; PKA-R1A dissociation, Cy5-IP20 fluorescence polarization; scaled: DMSO 0%, 113 µM cGMP 100%; activation, % at 11.4 µM; hit rate 0.083% among 340,000; AID 504707;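 active = percent activation above the mean of all tested compounds plus 3 SD, cut at about 19% in these data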;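 note: higher means more PKAc released from R1A so a rise in polarization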
phage Ecoli inh = E. coli growth loss with phage present. growth absorbance. inhibition, % at 11.9 µM. hit rate 0.26% among 360,000; in the data active = inhibition above about 11%
The depositor's hits bear a star; . = no result given.

SMILES | Mot1-301 SUMO | HTR5A inv ctr | CDK5 p35 inh | PKA-R2B activ | HTR5A ag | E coli growth | Tat export inh | AddAB inh | DAGLB inh | PKA-R1A activ | phage Ecoli inh
CCCCn1nc(NC(=O)COC)c2cc3ccc(C)cc3nc21 | -7 | -14 | 0.8 | -1 | 3 | -0.9 | -13 | -0.3 | -3 | 4 | .
O=S(=O)(c1cccc2ccccc12)N1CCC2CC1c1cc(-c3ccc(F)cc3)ccc12 (stereo not given) | . | -10 | -0.9 | -10 | 3 | . | -1 | . | -3 | -6 | 0.6
NC(=O)C1CCN(C(=O)CSc2ccsc2[N+](=O)[O-])CC1 | . | 6 | -0.8 | -11 | 0 | . | 3 | . | 1 | -9 | 5.7
CC(C(=O)N1c2ccc(F)cc2CCC1C)N1C(=O)c2ccccc2C1=O (stereo not given) | 262* | -33 | 0.6 | -4 | 3 | -3.0 | -2 | -0.1 | -3 | 11 | 9.4
CC1CN(C(=O)COC(=O)c2ccc(Cl)c(N)c2)CC(C)O1 (stereo not given) | -4 | 4 | 1.7 | 2 | -2 | 3.3 | 3 | 6.2 | 1 | -8 | 0.6
O=C(CN1C(=O)c2ccccc2C1=O)Nc1nccs1 | -7 | 6 | 1.0 | 0 | -3 | 2.1 | -1 | 1.8 | 1 | -5 | 2.5
CCOc1ccc(CCNC(=O)CCCn2c(=O)c3cccn3c3cccnc32)cc1OCC | 7 | -6 | 0.8 | 1 | 1 | 0.8 | -3 | 2.3 | 1 | -14 | -3.5
CCOC(=O)c1ccc(NC(=S)N2CCCC2)cc1 | -2 | 2 | 0.1 | 11 | -1 | 0.8 | -3 | -0.5 | 1 | -4 | 2.6
Cc1ccc(CCN2CC(C(=O)NCc3cccnc3)CC2=O)cc1 (stereo not given) | . | 4 | 0.2 | 1 | -2 | 0.0 | 1 | 0.9 | -2 | -8 | 0.9
COc1ccc(C(=O)Nc2ccc(S(=O)(=O)Nc3onc(C)c3C)cc2)cc1 | 429 | 6 | 0.0 | -5 | -5 | -0.3 | -8 | 1.4 | 3 | 2 | 1.5
COc1ccc(NC(=O)Cc2c(Cl)cccc2Cl)cn1 | -8 | -6 | -1.6 | 0 | 2 | 1.4 | 0 | 0.2 | 0 | 4 | 1.6
COc1ccc2oc(C(=O)OCC(=O)Nc3ccc(NC(C)=O)cc3)c(C)c2c1 | -2 | -12 | 0.4 | 25* | 4 | -1.1 | 2 | 1.0 | 1 | 20* | 0.9
O=C(O)c1ccccc1C(=O)c1cccc2c(Br)cccc12 | . | -12 | -0.6 | -3 | 3 | . | 13 | . | 4 | 8 | 1.3
COc1ccc(-c2cc3c(=O)n(CC(=O)NCc4cccnc4)ncn3n2)cc1 | -1 | -24 | 0.2 | 3 | 3 | 1.2 | -13 | 0.2 | 2 | -11 | 1.9
Cc1ccc(C)n1Cc1ccccc1Cl | -6 | 24 | -1.0 | -3 | -1 | -2.5 | -4 | 1.7 | 1 | 6 | 4.1
COc1ccc(-c2nn(C)c(=O)c3ccccc23)cc1NC(=O)COc1ccc(C)cc1 | 4 | -2 | -0.5 | -4 | 1 | -1.1 | -11 | -0.3 | 0 | -4 | 0.2
Cc1nc([N+](=O)[O-])nn1C12CC3CC(CC(Br)(C3)C1)C2 | -22 | -9 | 1.6 | 0 | 3 | -0.4 | 3 | 3.5 | 2 | 3 | -0.6
CCOC(=O)Cn1c(=O)oc2cc(S(=O)(=O)NCCc3ccc(OCC)c(OCC)c3)ccc21 | 48 | 6 | -0.9 | -3 | -1 | -3.3 | -1 | -1.4 | 3 | 8 | 1.6
CC(=O)Nc1ccccc1C(=O)N1CC2(C)CC1CC(C)(C)C2 (stereo not given) | 0 | 3 | 0.4 | -10 | 4 | 1.5 | -6 | -0.2 | 1 | -9 | 5.0
Cc1cc(C)c(S(=O)(=O)c2ccccc2)c(OC(=O)c2c(Cl)cccc2Cl)n1 | . | -2 | 0.7 | -7 | 2 | 1.3 | 2 | 0.7 | -6 | 10 | 1.9
C/C(N)=C(/C#N)C(=O)CSc1nnc(COc2cc(C)ccc2C)o1 | -12 | -10 | -0.5 | 0 | 4 | -1.2 | -9 | 0.4 | -3 | -2 | 1.1
NC(=O)c1ccccc1NC(=O)Cc1cccs1 | -6 | 10 | 1.6 | -6 | 2 | -1.7 | -6 | -1.1 | 3 | 3 | 2.5
Cc1cc(C)cc(NC(=O)C2(c3cccs3)CCOCC2)c1 | -11 | -4 | -0.7 | 5 | 1 | 0.3 | -9 | 2.9 | -4 | -7 | 3.2
O=C(CNC(=O)c1ccco1)OCc1ccc(Cl)cc1 | -6 | -23 | 1.9 | 1 | 3 | -0.7 | 2 | 2.2 | 1 | 7 | -0.2
CCC(C)(C)C(=O)Nc1cccc(Cl)c1C | 27 | -7 | 0.4 | -9 | 2 | 3.1 | -8 | 1.9 | 0 | -1 | 3.2
CC(=O)Nc1cc2c3ccccc3ccc2c2ccccc12 | . | 0 | -1.1 | -14 | 0 | . | 5 | . | 1 | 0 | 2.2
CCOC(=O)Cn1nc(C)c(NC(=O)COc2ccc(F)cc2F)c1C | 252 | -10 | 3.1 | -7 | 4 | -0.9 | -2 | 0.5 | 0 | -4 | .
COc1cc(/C=C/C(=O)OC(C)C(=O)c2ccccc2)cc(OC)c1OC (stereo not given) | 10 | -47 | -1.2 | -6 | 13 | -0.3 | -1 | -1.7 | -4 | -9 | 4.8
CCN(c1ccc(NC(=O)CCNC(=O)c2ccco2)cc1)C(C)C | -4 | 2 | -0.1 | -2 | -1 | 1.1 | -11 | 6.7 | -1 | 2 | 4.9
CCn1c2ccccc2c2nc3cc(C(=O)O)ccc3nc21 | . | -1 | 0.2 | -1 | -3 | . | 3 | . | -2 | -5 | 2.4
Cc1cc(C(=O)COC(=O)c2ccccc2NCCO)c(C)n1CC1CCCO1 (stereo not given) | 11 | -8 | -0.7 | -1 | 3 | -0.9 | -4 | 4.0 | -3 | -10 | 1.5
Cc1ccccc1Nc1nc(N)nc(COC(=O)CCNS(=O)(=O)c2ccccc2)n1 | -5 | -27 | -1.0 | 9 | -1 | -0.2 | -1 | -1.4 | 3 | -6 | 0.8
Cc1nc2sc(C(c3cccs3)N3CCC(C(N)=O)CC3)c(O)n2n1 (stereo not given) | -21 | -8 | -0.1 | -2 | -1 | 1.1 | 6 | 2.2 | 1 | 2 | 3.0
O=c1[nH]c(=O)n(Cc2ccco2)c2c1C(C(F)(F)F)(C(F)(F)F)N=C(CCC1CCCCC1)N2 | -2 | -15 | 0.3 | -11 | 5 | 1.7 | 10 | -1.4 | -3 | -4 | 1.6
Cc1ccc(Cn2c(=N)c(S(=O)(=O)c3ccc(C)cc3)cc3c(=O)n4ccccc4nc32)cc1 | 17 | 6 | 1.6 | -6 | 4 | 0.3 | -2 | 1.3 | 0 | -14 | 2.5
CCN1C(=O)CC(Sc2ccccc2N)C1=O (stereo not given) | -10 | 0 | 0.3 | 7 | 8 | -0.1 | 4 | 2.6 | -6 | -1 | 0.6
CCc1cc2c(=O)c(-c3nc4ccccc4[nH]3)coc2c(CN2CCCCC2C)c1O (stereo not given) | 121 | -3 | -0.4 | -14 | 1 | -0.7 | 3 | 0.3 | 2 | 3 | 1.4
COc1ccccc1CNS(=O)(=O)c1ccc(C)cc1 | -22 | -14 | 1.1 | 0 | 12 | -1.6 | -17 | 0.4 | -3 | -6 | 1.9
CCN(C(=O)CSc1nc2n[nH]c(C)c2c(=N)n1-c1ccc(Cl)c(C)c1)c1cccc(C)c1 | -14 | 8 | 1.1 | 3 | -4 | -2.5 | 14 | 3.7 | 2 | 0 | -1.4
COc1ccc(C(=O)NC(=S)NCc2ccc(-c3nc4ccccc4o3)cc2)cc1OC | 0 | -25 | -0.8 | 9 | 1 | -0.3 | -2 | 3.6 | -5 | 6 | 0.4
Cc1cc(CNC(=O)C(C)n2cc([N+](=O)[O-])cn2)c2ccccc2n1 (stereo not given) | -3 | 14 | 0.8 | -7 | -1 | 0.7 | -3 | -2.7 | 1 | -8 | 0.5
CN1CCN(c2ccc(S(=O)(=O)N3CCCCC3)cc2NC(=O)c2ccc(C#N)cc2)CC1 | 6 | -37 | 1.8 | -20 | -2 | 0.4 | -2 | 1.3 | 1 | -13 | 3.3
OC(COc1cccc2ccccc12)CN1CCN(c2ccccc2Cl)CC1 (stereo not given) | 58 | -4 | -0.6 | 0 | 1 | 0.8 | 5 | 1.6 | -6 | -3 | 2.9
CC(CN1CCCC1)OC(=O)c1ccccc1Cl (stereo not given) | 12 | 13 | 0.3 | -9 | -4 | 0.1 | 3 | -1.2 | -2 | -9 | 1.6
CC(C)CC(=O)Nc1c2c(nn1-c1ccc([N+](=O)[O-])cc1)CS(=O)(=O)C2 | -2 | -19 | 1.9 | 0 | 5 | 1.8 | -1 | 2.2 | -3 | -5 | 2.0

Exported with values under each structure: part of the list above.
Order of results – Mot1-301 SUMO	HTR5A inv ctr	CDK5 p35 inh	PKA-R2B activ	HTR5A ag	E coli growth	Tat export inh	AddAB inh	DAGLB inh	PKA-R1A activ	phage Ecoli inh
> CCN(c1ccc(NC(=O)CCNC(=O)c2ccco2)cc1)C(C)C
 : -4	2	-0.1	-2	-1	1.1	-11	6.7	-1	2	4.9
> CCn1c2ccccc2c2nc3cc(C(=O)O)ccc3nc21
 : .	-1	0.2	-1	-3	.	3	.	-2	-5	2.4

Additional compounds.
SMILES | Mot1-301 SUMO | HTR5A inv ctr | CDK5 p35 inh | PKA-R2B activ | HTR5A ag | E coli growth | Tat export inh | AddAB inh | DAGLB inh | PKA-R1A activ | phage Ecoli inh
COc1ccc2c(c1)C(=O)CC(c1ccc(OC)c(OC)c1)O2 (stereo not given) | -3 | 10 | 0.7 | -1 | -2 | -1.8 | 7 | -1.7 | -5 | 0 | -1.5
CCc1c(C)sc(NC(=O)OC)c1C(N)=O | 35 | -13 | 0.8 | 1 | 5 | 0.3 | -9 | 4.8 | 2 | 7 | 4.4
O=C(CC1C(=O)NCCN1CCCc1ccccc1)NCCc1ccccc1F (stereo not given) | -20 | 6 | -1.3 | 4 | -1 | -1.0 | -7 | 0.5 | 3 | 0 | -0.4
CC(C)(C)Cc1nnc(NS(C)(=O)=O)s1 | -18 | -4 | 0.2 | -6 | 3 | 1.1 | 3 | -0.2 | -1 | -4 | 1.6
COc1ccc2c(c1OC)C(=O)N(c1ccc(O)cc1)C2=O | . | 8 | -1.0 | 2 | -3 | 0.4 | -5 | 0.5 | 2 | -8 | 1.7
COc1ccccc1NC(=O)c1ccc(NC(=O)CSc2ncccn2)cc1 | 22 | -7 | 0.7 | 4 | 3 | -1.2 | 4 | 4.0 | 0 | 1 | 3.2
CCc1ccccc1NC(=O)C1CCCN1S(=O)(=O)c1ccc(-c2ccc(=O)[nH]n2)s1 (stereo not given) | 14 | 6 | -1.6 | -14 | 1 | -2.6 | 7 | 2.1 | -1 | -1 | 0.8
CCOc1ccccc1NC(=O)COC(=O)CNS(=O)(=O)c1ccc(C)cc1 | -6 | -9 | -0.6 | -6 | 4 | 1.1 | 0 | 4.7 | 0 | 11 | 4.1
NC1=NC(=O)/C(=C/c2ccccc2OCC(=O)Nc2ccc(F)cc2)S1 | -8 | -4 | 2.2 | 8 | 1 | 0.6 | -9 | 0.7 | 2 | 10 | 1.5

Outcome played no part in choosing rows; 2.3% or so of the library scored in one or more.
